PRMT1 inh: PRMT1 (human) inhibition, primary screen; Q99873; AID 652257; recombinant PRMT1, activity-based probe fluorescence polarization; actives 1.3% (n = 370,000); inhibition, % at 2.79 µM;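 active = inhibition above about 21% made by adding two undisclosed values, limit read from the data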
mABHD4 FP: inhibitors of mouse ABHD4; inhibition, % at 8.92 µM; actives 0.54% (n = 370,000); Q8VD66; purified mABHD4, FP-Rh probe fluorescence polarization;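 active = inhibition exceeding the mean over every tested compound plus 3 SD, cut at about 30% in these data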;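 note: 0% = plate median of compound wells and 100% = S159A mutant with DMSO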
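Assay system: mouse ABHD4 enzyme, wild type / Also added: fluorescent activity-based probe FP-Rh / Doses: single nominal dose of 8.92 µM, 0.89% DMSO final / Timing: 45 min compound pre-incubation plus 60 min probe step, 25 °C / Signal: FP readout, ex 525 nm / em 598 nm / Control set: S159A mutant/DMSO as 100%, compound-well median as 0%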
PG9 binder: small molecules binding HIV-1 gp120 antibody PG9; TR-FRET gp120-PG9 antibody binding; inhibition, % at 6.7 µM; actives 0.43% (n = 360,000); in the data active = inhibition above about 8.5%
UHRF1 MBD2 ctr: UHRF1 methyl-DNA binding inhibition | Q96T88 | UHRF1 binding to methylated oligo, TR-FRET | inhibition, % at 4.4 µM | actives 0.75% (n = 370,000); in the data active = inhibition above about 21%;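 note: UHRF1 SRA domain binding a hemimethylated CpG hairpin DNA probe; 0% = median of test compound wells and 100% = reference inhibitor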
TCR-CD3 inh: inhibitors of human TCR-CD3 interaction; TAMRA-labeled TCR probe fluorescence, biochemical; inhibition, % at 9.4 µM; actives 0.37% (n = 360,000); AID 651800; in the data active = inhibition above about 19%;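 note: recombinant mutant TCR 2C K166C tagged with TAMRA read by polarization; 0% = receptor in buffer alone and 100% = receptor with positive control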
Tn7 DDE FP: disrupts Tn7 cyclic peptide binding to fibrin D-Dimer-E complex; inhibition, % at 8.3 µM; actives 0.13% (n = 370,000); FP displacement of FITC-Tn7 peptide from fibrin DD(E); 0% = median of compound wells per plate; P02675;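 active = inhibition above the mean of compounds falling within the control limits plus 3 SD of them, cut at about 14% in these data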;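 note: 0% = plate median of compound wells and 100% = 10 µM Aha-Tn7 peptide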
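assay system = human clot-derived fibrin DD(E) complex | quantity = Fibrin-DD(E) at 2 µM final | timing = 10 min preincubation, 3 h with tracer, room temperature | signal = fluorescence polarization | measure = percent inhibition | benchmarks = high control wells with 10 µM unlabelled Aha-Tn7 peptide (full inhibition) | replicates = singlicate testing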
SIAE primary: human SIAE inhibition, primary screen; Q9HAT2; SIAE FP-Rh probe binding, fluorescence polarization; inhibition, % at 9.66 µM; actives 0.69% (n = 370,000); AID 1053197;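 active = inhibition above a cutoff: mean of compounds within the control limits plus 3 SD of those, cut at about 17% in these data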;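 note: 0% = plate median of compound wells and 100% = probe without SIAE protein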
Target sequence (Q9HAT2 whole entry, looked up): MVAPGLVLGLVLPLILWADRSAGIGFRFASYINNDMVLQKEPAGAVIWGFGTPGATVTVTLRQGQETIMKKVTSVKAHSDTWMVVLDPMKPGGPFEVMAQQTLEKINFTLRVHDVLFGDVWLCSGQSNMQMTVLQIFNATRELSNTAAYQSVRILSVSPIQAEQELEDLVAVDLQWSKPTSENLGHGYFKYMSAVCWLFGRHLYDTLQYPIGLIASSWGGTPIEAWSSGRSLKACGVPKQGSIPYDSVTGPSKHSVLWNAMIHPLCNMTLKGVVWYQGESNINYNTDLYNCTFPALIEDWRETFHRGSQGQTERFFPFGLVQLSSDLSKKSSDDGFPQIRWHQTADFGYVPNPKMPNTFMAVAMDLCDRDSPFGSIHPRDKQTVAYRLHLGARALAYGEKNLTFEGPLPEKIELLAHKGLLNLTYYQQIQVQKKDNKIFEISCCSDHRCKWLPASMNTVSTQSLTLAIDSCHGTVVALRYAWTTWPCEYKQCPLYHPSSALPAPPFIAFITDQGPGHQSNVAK
LEDGF integ inh: blocks HIV-1 LEDGF/p75-dependent DNA integration. TR-FRET IN-LEDGF/p75 DNA integration, Eu/Cy5. AID 743269. actives 0.64% (n = 370,000). inhibition, % at 3.7 µM;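 active = inhibition above the screen-wide mean plus 3 SD, cut at about 13% in these data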;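 note: signal is the Cy5 over europium emission ratio at 671 and 618 nm; 0% = plate median of compound wells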
TDP2 absorb: blocks human TDP2 phosphodiesterase activity | inhibition, % at 12.8 µM | AID 720702 | recombinant TDP2, T5PNP hydrolysis, p-nitrophenol absorbance 415 nm | actives 0.34% (n = 370,000);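 active = inhibition above the mean of all tested compounds plus 3 SD, set per campaign, cut at about 25% in these data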;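 note: 0% = DMSO with enzyme and 100% = buffer with substrate but no TDP2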
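Assay system: Recombinant human TDP2 | Quantity: 120 nM TDP2 per well | Incubation: 2 h at 37 °C | Signal: Epi absorbance | Evaluation: Percent inhibition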
HTRA1 inh: inhibitors of human serine peptidase HTRA1 | inhibition, % at 5.96 µM | recombinant HTRA1, FP-rhodamine activity-based probe, fluorescence polarization | actives 0.5% (n = 340,000) | Q92743; in the data active = inhibition above about 36%;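 note: 0% = enzyme with DMSO and 100% = wells lacking enzyme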
Target sequence (Q92743 whole entry, looked up): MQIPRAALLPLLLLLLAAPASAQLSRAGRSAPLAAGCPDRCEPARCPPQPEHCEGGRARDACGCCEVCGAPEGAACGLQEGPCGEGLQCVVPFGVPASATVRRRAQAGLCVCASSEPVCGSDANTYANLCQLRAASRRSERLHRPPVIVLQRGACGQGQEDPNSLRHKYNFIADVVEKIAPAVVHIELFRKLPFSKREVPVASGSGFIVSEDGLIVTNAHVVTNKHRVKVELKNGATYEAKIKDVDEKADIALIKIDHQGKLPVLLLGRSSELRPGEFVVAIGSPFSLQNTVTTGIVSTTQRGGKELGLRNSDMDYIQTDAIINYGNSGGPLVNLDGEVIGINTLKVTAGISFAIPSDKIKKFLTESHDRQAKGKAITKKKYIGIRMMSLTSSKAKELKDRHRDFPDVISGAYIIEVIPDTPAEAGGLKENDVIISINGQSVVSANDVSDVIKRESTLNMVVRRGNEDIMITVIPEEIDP
Starred values were filed as active, the others as inactive; / = no result given.

UHRF1 MBD2 ctr	TCR-CD3 inh	TDP2 absorb	Tn7 DDE FP	PG9 binder	mABHD4 FP	SIAE primary	LEDGF integ inh	PRMT1 inh	HTRA1 inh	smiles
-2	5	-12	4	-0.7	-4	-4	-5	-2	-6	N#Cc1cc(C(=O)c2cc(F)ccc2O)cn(Cc2ccccc2)c1=O
1	9	0	-1	-0.3	1	0	1	1	-3	COc1cccc2c1OC1(C)CC2NC(=O)N1 (configuration not stated)
-2	8	4	0	-1.1	-9	-2	3	2	-20	COc1cccc(CSc2nnnn2-c2ccc(O)cc2)c1
4	5	-8	-6	-0.7	-5	11	2	-9	-1	COc1ccc(-n2nc(C(=O)NCC(=O)NCCCN3CCOCC3)c3ccccc3c2=O)cc1
-2	-7	7	-2	-0.7	-4	3	1	-1	-5	COc1ccc(Cl)cc1N(C(=O)Nc1cccc(Cl)c1)C1=NCC(C)S1 (configuration not stated)
1	0	-12	-4	0.5	-15	-5	1	-3	-10	CCOC(=O)Cc1nnc(NC(=O)CSc2ccc(Cl)cc2)s1
1	-1	-1	-6	-0.4	2	-3	2	-1	4	CCOc1ccc(-c2n[nH]c(=S)o2)cc1
-2	3	4	-3	-1.7	1	8	0	-2	/	CCCc1cc(=O)[nH]c(SC/C=C/c2ccccc2)n1

One compound at a time, from the list above. Values in the order: UHRF1 MBD2 ctr, TCR-CD3 inh, TDP2 absorb, Tn7 DDE FP, PG9 binder, mABHD4 FP, SIAE primary, LEDGF integ inh, PRMT1 inh, HTRA1 inh
`COc1cccc2c1OC1(C)CC2NC(=O)N1` (configuration not stated) is entered as 1, 9, 0, -1, -0.3, 1, 0, 1, 1, -3
`COc1ccc(-n2nc(C(=O)NCC(=O)NCCCN3CCOCC3)c3ccccc3c2=O)cc1` is entered as 4, 5, -8, -6, -0.7, -5, 11, 2, -9, -1
`CCOC(=O)Cc1nnc(NC(=O)CSc2ccc(Cl)cc2)s1` is entered as 1, 0, -12, -4, 0.5, -15, -5, 1, -3, -10
`COc1cccc(CSc2nnnn2-c2ccc(O)cc2)c1` is entered as -2, 8, 4, 0, -1.1, -9, -2, 3, 2, -20

New compounds follow.
UHRF1 MBD2 ctr	TCR-CD3 inh	TDP2 absorb	Tn7 DDE FP	PG9 binder	mABHD4 FP	SIAE primary	LEDGF integ inh	PRMT1 inh	HTRA1 inh	smiles
-2	10	5	3	-0.9	47*	14	1	24*	20	O=c1cc(CSc2ccc(Cl)cc2)[nH]c2[nH]n(-c3ccccc3)c(=O)c12
-2	3	9	4	-1.3	-2	7	-1	1	-5	O=C(NNc1ccccc1)OCc1ccccc1
-1	12	0	-2	-1.4	2	2	-3	-1	3	O=C(N/N=C1\CCCCc2ccccc21)c1ccccn1
-2	7	2	2	-0.4	4	-3	0	0	1	Cc1cccc(Oc2ncccc2[N+](=O)[O-])c1C
14	3	-6	0	-0.8	-4	-7	0	1	-36	Cc1cc(NC(=O)c2noc3c2CCCC3)nn1Cc1ccc(Cl)cc1
2	-5	2	4	-0.9	-3	19*	1	2	/	COc1cc(CNc2ncnc3c2ncn3[C@H]2CN(Cc3ccc(Cl)cc3)C[C@@H](CO)O2)cc(OC)c1OC
1	6	-5	0	1.7	-1	1	0	-1	4	CCCCNC(=O)C1CCCN(S(=O)(=O)c2ccc(-n3cnnn3)cc2)C1 (configuration not stated)
15	-8	3	4	0.1	-4	13	-3	0	11	CCCCN(CCCC)c1nn[nH]n1
-1	1	5	-2	-3.8	1	-4	-3	-1	8	Cc1cccc(N2CCN(c3ccc(C(N)=O)cc3[N+](=O)[O-])CC2)c1C
-2	2	10	-3	-1.4	-1	-2	2	-3	/	CCOC(=O)C1CCCN(C(=O)c2ccc(F)c(C)c2)CC1 (configuration not stated)
1	-7	2	-4	2.3	-9	2	0	12	-2	CC(=O)CNc1ccc(S(=O)(=O)N/N=C/c2ccccc2)cc1
1	-7	-10	-1	1.4	-5	-2	2	-4	-2	O=C(COc1ccccc1)N[C@@H]1c2ccccc2CC[C@@H]1OCc1ccccc1
9	-4	-9	-6	-2.6	-2	-5	3	1	2	CC(C)C[C@@H](CSc1ccccc1)N1CCN(C)CCC1=O
0	3	-16	-3	-2.1	-11	11	0	-2	-2	Clc1ccc(OCCn2cnc(Cl)c2Cl)cc1
3	-1	2	1	-2.0	6	2	2	-1	7	CCc1nccn1CCC(=O)N1CCCC(Nc2ccc(C(C)C)cc2)C1 (configuration not stated)
1	-1	-4	-1	-3.2	-1	4	-5	-4	-2	Cc1ccc(CNC(=O)C2CCC(CNc3c(N4CCC(C)CC4)c(=O)c3=O)CC2)cc1 (configuration not stated)
0	-3	-5	-2	-1.5	13	11	-3	11	9	COc1ccc(OC)c(NC(=O)NC2(C(F)(F)F)Oc3ccccc3O2)c1
3	6	-20	-6	-0.5	-10	-13	2	-4	-7	CCN(Cc1ccc(OC)c(F)c1)C(=O)C1CCCO1 (configuration not stated)
2	-4	-10	-1	0.7	3	3	-5	3	7	COc1ccccc1N1CCN(C(=O)CCn2c(=O)[nH]c3ccccc3c2=O)CC1
8	-1	-15	-6	0.4	-11	-1	0	8	10	Cc1ccc(CCNC(=O)CN(C)S(=O)(=O)c2ccc3c(c2)n(C)c(=O)c(=O)n3C)cc1
1	10	15	5	-2.4	-6	1	-3	0	-6	CN(C)c1ccc(C(=O)OCC(=O)c2cccs2)cc1
2	-3	6	2	-0.1	4	-7	-1	3	-1	CCn1c(-c2cc(Cl)ccc2OC)n[nH]c1=S
0	2	8	-4	0.1	5	-1	1	-1	10	COc1ccc(CCNC(=O)C2CC(c3ccccc3[N+](=O)[O-])=NO2)cc1 (configuration not stated)
2	0	4	-7	-0.1	9	2	0	0	7	CCOC(=O)C1(CCCc2ccccc2)CCN(CCCn2cccn2)CC1
2	1	2	7	-0.4	-7	-7	4	4	-8	CCC(=O)Nc1ccc(C(=O)CSc2nc3ccccc3[nH]2)cc1
4	1	-4	0	2.0	-5	16	0	1	4	O=C(COc1ccc(Br)cc1)NCCCNC(=O)c1cnccn1
1	-5	-14	1	0.8	3	-4	-10	3	-12	N#CC1=C(N)N(c2ccc(Cl)c(Cl)c2)C(=O)C1
1	/	6	-1	/	-6	4	-1	-3	/	CS(=O)(=O)N[C@@H]1C[C@@H]2O[C@@H](CO)CC[C@@H]2O[C@@H]1CCc1ccc(/C=C/c2ccccc2)cc1
0	5	9	0	-1.2	4	5	0	0	-4	CC(NS(=O)(=O)c1ccccc1)C(=O)Nc1ccc(S(N)(=O)=O)cc1 (configuration not stated)
-3	1	-16	4	-8.0	-1	3	-1	-3	-2	CCN(CC)c1ccc(NC(=O)CN2C(=O)CSc3ncccc32)c(C)c1
-4	4	5	5	-0.6	1	0	0	-3	6	COc1cccc(/C=C2\N=C3CCCCCN3C2=O)c1
1	-3	-6	1	-2.2	5	2	3	2	2	CCN(C[C@H]1N[C@@](CC)(C(=O)OC)[C@H]2C(=O)N(C)C(=O)[C@@H]12)C(C)=O
2	8	1	-4	-1.8	2	0	-6	-1	12	CC(=O)Nc1cccc(/C(C)=N/NS(=O)(=O)c2ccc(C)cc2)c1
-2	-7	1	2	-0.8	3	9	3	2	-6	Cc1ccc(NC(=O)CNC(=O)Cc2cccc3ccccc23)c(O)c1
0	1	4	0	-1.1	3	1	2	0	9	CC(NC(=O)c1ccncc1)c1ccccc1 (configuration not stated)
0	-5	-2	7	0.8	-3	1	-1	0	-4	Cc1cccc(N(CC(=O)NC(C)(C)C)C(=O)CCC(=O)Nc2nccs2)c1
0	6	-4	-4	-0.1	2	-3	2	2	/	Cc1ccc(C(O)c2ncc(-c3ccccc3Cl)[nH]2)c(C)c1 (configuration not stated)
9	-5	2	5	2.1	2	-3	1	-2	0	O=C(NCCC1CCCCN1S(=O)(=O)c1ccc(Cl)cc1)C(=O)NCc1cccnc1 (configuration not stated)
-2	-1	6	-3	-0.9	3	6	0	-2	-2	CCOC(=O)c1sc(NC(=O)CN2C(=O)NC3(CC(C)CC(C)(C)C3)C2=O)c(C(=O)OCC)c1C (configuration not stated)
1	6	21	9	-0.9	11	6	0	3	13	O=C(CN1CCN(C2CCCCC2)CC1)Nc1cccc2ccccc12

Part of the list above, field by field:
SMILES: Cc1ccc(C(O)c2ncc(-c3ccccc3Cl)[nH]2)c(C)c1 (configuration not stated)
- UHRF1 MBD2 ctr = 0
- TCR-CD3 inh = 6
- TDP2 absorb = -4
- Tn7 DDE FP = -4
- PG9 binder = -0.1
- mABHD4 FP = 2
- SIAE primary = -3
- LEDGF integ inh = 2
- PRMT1 inh = 2
- HTRA1 inh = /
SMILES: Cc1ccc(NC(=O)CNC(=O)Cc2cccc3ccccc23)c(O)c1
- UHRF1 MBD2 ctr = -2
- TCR-CD3 inh = -7
- TDP2 absorb = 1
- Tn7 DDE FP = 2
- PG9 binder = -0.8
- mABHD4 FP = 3
- SIAE primary = 9
- LEDGF integ inh = 3
- PRMT1 inh = 2
- HTRA1 inh = -6
SMILES: CCOC(=O)c1sc(NC(=O)CN2C(=O)NC3(CC(C)CC(C)(C)C3)C2=O)c(C(=O)OCC)c1C (configuration not stated)
- UHRF1 MBD2 ctr = -2
- TCR-CD3 inh = -1
- TDP2 absorb = 6
- Tn7 DDE FP = -3
- PG9 binder = -0.9
- mABHD4 FP = 3
- SIAE primary = 6
- LEDGF integ inh = 0
- PRMT1 inh = -2
- HTRA1 inh = -2

More records.
UHRF1 MBD2 ctr	TCR-CD3 inh	TDP2 absorb	Tn7 DDE FP	PG9 binder	mABHD4 FP	SIAE primary	LEDGF integ inh	PRMT1 inh	HTRA1 inh	smiles
-3	5	-17	-6	-1.1	-10	-10	5	-5	-11	Cc1sc2ncnc(N3CCC(C(=O)NNC(=O)COc4ccccc4Cl)CC3)c2c1C
1	-1	0	6	-1.4	1	5	-1	3	4	O=C(COc1ccc([N+](=O)[O-])cc1)Nc1ccc2c(c1)OCO2
2	2	3	-5	-1.1	-2	2	-1	2	-8	OCCN(CC#CCn1c2ccccc2c2ccccc21)CCO
-1	8	8	6	-1.8	-5	1	1	0	7	C=CCn1c(SCc2nc3sc(C(=O)O)c(C)c3c(=O)[nH]2)nnc1-c1ccccc1
9	3	1	10	0.0	-3	-8	0	1	-5	CN(CC(=O)Nc1ccc(F)cc1)C(=O)CSc1ccc2c(c1)OCCO2
2	-6	-5	-1	-0.8	-6	-6	2	-3	0	Cc1ccc2cc(CCNC(=O)CCCc3ccccc3)c(=O)[nH]c2c1

An excerpt of these results, as labelled records.
> CN(CC(=O)Nc1ccc(F)cc1)C(=O)CSc1ccc2c(c1)OCCO2
  UHRF1 MBD2 ctr: 9; TCR-CD3 inh: 3; TDP2 absorb: 1; Tn7 DDE FP: 10; PG9 binder: 0.0; mABHD4 FP: -3; SIAE primary: -8; LEDGF integ inh: 0; PRMT1 inh: 1; HTRA1 inh: -5

> Cc1ccc2cc(CCNC(=O)CCCc3ccccc3)c(=O)[nH]c2c1
  UHRF1 MBD2 ctr: 2; TCR-CD3 inh: -6; TDP2 absorb: -5; Tn7 DDE FP: -1; PG9 binder: -0.8; mABHD4 FP: -6; SIAE primary: -6; LEDGF integ inh: 2; PRMT1 inh: -3; HTRA1 inh: 0
